Compound activity (PubChem)
VIM-2 inhibitor – blocks Pseudomonas aeruginosa VIM-2 metallo-beta-lactamase; inhibition, % at 5.6 µM; purified VIM-2, nitrocefin hydrolysis, epi-absorbance fluorescence; AID 1527; hit rate 0.89% among 290,000;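 active means inhibition above the mean of all tested compounds plus 3 SD, cutoff set per screening run, cut at about 7.5% in these data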;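 further: red hydrolysis product quenches plate fluorescence so inhibitors raise well fluorescence; 0% = enzyme with DMSO and 100% = DMSO without enzyme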
pCIP destab – p/CIP protein destabilization; decrease of EGFP signal, % at 10 µM; Q05BA5; hit rate 0.01% among 290,000; F442A p/CIP-EGFP cells, EGFP fluorescence, 16 h;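 active means EGFP signal decrease of at least 30% at 10 µM or well 3 SD below plate mean, unless failing retest; inactive means the rest, including hits failing retest or dose response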; further: some compounds called inactive have numbers as strong as hits; many of its hits are not listed in these tables
Target sequence (Q05BA5 1-1403): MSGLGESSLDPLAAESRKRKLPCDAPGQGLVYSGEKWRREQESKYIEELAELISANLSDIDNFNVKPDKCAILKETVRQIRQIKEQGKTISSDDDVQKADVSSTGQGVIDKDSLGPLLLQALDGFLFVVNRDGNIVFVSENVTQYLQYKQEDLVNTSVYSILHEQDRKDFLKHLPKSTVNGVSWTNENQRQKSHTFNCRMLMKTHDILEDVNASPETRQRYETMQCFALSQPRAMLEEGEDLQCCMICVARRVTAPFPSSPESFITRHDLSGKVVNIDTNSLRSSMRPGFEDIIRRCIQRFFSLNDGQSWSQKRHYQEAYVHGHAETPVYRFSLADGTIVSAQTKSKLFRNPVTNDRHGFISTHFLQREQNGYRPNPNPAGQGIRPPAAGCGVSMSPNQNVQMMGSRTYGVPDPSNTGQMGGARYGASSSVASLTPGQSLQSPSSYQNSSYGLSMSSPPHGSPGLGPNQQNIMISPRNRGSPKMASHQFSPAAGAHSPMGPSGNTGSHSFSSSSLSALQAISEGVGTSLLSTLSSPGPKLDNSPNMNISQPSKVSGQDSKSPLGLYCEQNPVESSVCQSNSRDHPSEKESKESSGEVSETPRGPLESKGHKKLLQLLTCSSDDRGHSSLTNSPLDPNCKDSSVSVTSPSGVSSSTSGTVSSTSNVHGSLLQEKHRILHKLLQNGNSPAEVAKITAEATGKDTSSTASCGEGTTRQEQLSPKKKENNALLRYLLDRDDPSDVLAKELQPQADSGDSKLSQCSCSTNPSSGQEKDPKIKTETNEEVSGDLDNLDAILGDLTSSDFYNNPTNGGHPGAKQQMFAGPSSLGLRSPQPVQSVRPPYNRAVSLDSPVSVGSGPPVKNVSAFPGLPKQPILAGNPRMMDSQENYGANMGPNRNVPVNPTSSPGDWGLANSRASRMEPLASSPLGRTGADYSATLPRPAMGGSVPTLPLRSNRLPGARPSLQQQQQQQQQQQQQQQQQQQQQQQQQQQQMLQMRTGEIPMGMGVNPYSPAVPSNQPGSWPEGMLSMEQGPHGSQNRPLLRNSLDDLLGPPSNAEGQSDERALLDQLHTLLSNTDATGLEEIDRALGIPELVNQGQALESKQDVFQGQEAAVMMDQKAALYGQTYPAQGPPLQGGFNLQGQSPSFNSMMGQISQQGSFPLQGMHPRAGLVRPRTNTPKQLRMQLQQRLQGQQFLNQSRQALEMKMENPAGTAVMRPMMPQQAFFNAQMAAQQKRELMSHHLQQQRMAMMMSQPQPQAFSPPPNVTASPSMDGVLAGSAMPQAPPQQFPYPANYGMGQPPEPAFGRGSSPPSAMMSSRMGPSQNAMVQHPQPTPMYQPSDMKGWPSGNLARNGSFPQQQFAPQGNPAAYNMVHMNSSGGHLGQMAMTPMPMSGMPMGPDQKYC
IDE act – activators of human insulin-degrading enzyme in cells; P14735; HEK cells, FAbeta-B cleavage, fluorescence polarization; 0% vehicle, 100% cell-free pure enzyme wells; activation, % at 5.96 µM; hit rate 0.073% among 340,000; AID 493087;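 active means activation above the mean of all tested compounds plus 3 SD, set per screening campaign, cut at about 17% in these data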
IMP-1 inh – blocks Pseudomonas aeruginosa IMP-1 metallo-beta-lactamase | purified IMP-1, nitrocefin hydrolysis, epi-absorbance fluorescence | inhibition, % at 5.6 µM | hit rate 0.45% among 290,000;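 active means inhibition above the mean plus 3 SD of all compounds in the same screening run, cut at about 4.5% in these data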;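 further: 0% = IMP-1 with DMSO and 100% = DMSO wells lacking enzyme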
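Assay system: purified IMP-1; Quantity: IMP-1 0.2 nM before substrate addition; Medium: HEPES buffer pH 7.1 with ZnSO4 and Brij 35; Incubation: 15 min enzyme–compound preincubation, then 25 min nitrocefin reaction, 25 °C; Signal: fluorescence quenching readout, ex 480/em 530 nm; Controls: DMSO with and without IMP-1; Repeats: singlicate testing.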
UBC9 SUMO inh – inhibitors of human SUMOylation (UBC9) | P63279 | HTRF SUMOylation assay, SAE1/SAE2 + UBC9, in vitro | inhibition, % at 35 µM | hit rate 0.36% among 290,000; in the data active means inhibition above about 50%, passing the limit was not always enough; further: strong numbers were not always called active
PHOSPHO1 inh – blocks human PHOSPHO1 phosphatase activity; Q8TCT1; inhibition, % at 13.3 µM; recombinant PHOSPHO1, absorbance phosphatase assay; hit rate 1.1% among 290,000; AID 1565; in the data active means inhibition above about 60%
FID counter – displaces DNA intercalator in HCV helicase counter-screen; DNA fluorescent intercalator displacement, fluorescence; inhibition, % at 7.9 µM; hit rate 0.17% among 290,000; AID 1845; in the data active means inhibition above about 37%;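 further: 0% = vehicle and 100% = reference compound; higher means more ethidium bromide displaced from hairpin DNA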
HCV NS3 hel inh – inhibitors of Hepatitis C virus NS3 helicase | NS3 helicase DNA unwinding, Cy5 molecular beacon fluorescence | AID 1800 | hit rate 0.56% among 290,000 | inhibition, % at 10.9 µM;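 active means inhibition above the mean of all tested compounds plus 3 SD, set per campaign, cut at about 35% in these data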;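 further: 0% = DMSO wells and 100% = thioflavine S control wells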
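Assay system: hepatitis C virus NS3 helicase domain fragment enzyme. Also added: annealed dual-labelled DNA beacon duplex, ATP-started. Timing: 1 h reaction at 25 °C, ATP-initiated. Technique: Cy5 fluorescence at 0 and 60 min, beacon hairpin quenching. Evaluation: % inhibition of unwinding. Replication: one well per compound.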
MEKK3 PB1 HTS – MEKK3-MEK5 PB1 interaction, increase or decrease | bead-based flow cytometry, Alexa488-MEK5 binding to MEKK3; actives lie on both sides; 0 = blocked by unlabeled MEK5, 100 = vehicle | binding response (% of control), % at 10 µM | hit rate 1.4% among 290,000 | Q99759;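 active means binding response more than 3 SD above or below the average of its plate-row segment, actives on both sides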;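 further: Alexa488 bead fluorescence after subtracting the streptavidin-only scavenger bead signal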
* marks the source's active call; other numbers are inactive results; nt = not tested or not shown.

1. O=C(NCCCN1CCN(c2ccccc2F)CC1)C1CCC(=O)N1C1CCCC1 (stereo not given)
2. COc1ccc(CN(C)C(=O)c2ccc3c(=O)n4c(nc3c2)CCC4)cc1
3. Cc1noc(C)c1S(=O)(=O)N1CCC(C(=O)NC2CCN(Cc3ccccc3)CC2)CC1
4. COc1ccccc1N1CCN(C(=O)c2cc3cc(C)ccc3[nH]2)CC1
5. CCOC(=O)C1CCN(S(=O)(=O)Cc2ccc(Cl)cc2)CC1
6. CCC1C(=O)N=C(SCC(=O)Nc2nc3ccccc3s2)NC1=O (stereo not given)
compound no.,1,2,3,4,5,6
VIM-2 inhibitor,-2.8,-1.4,-5.3,-0.1,-0.8,-0.9
pCIP destab,-8,2,6,-3,1,7
IDE act,1,2,0,0,2,6
IMP-1 inh,-1.2,-0.3,-3.5,-2.7,-5.3,0.3
UBC9 SUMO inh,9,-1,9,6,-14,13
PHOSPHO1 inh,-11,-11,11,24,-7,-5
FID counter,-5,-30,2,-31,-14,-7
HCV NS3 hel inh,4,5,1,-3,1,-10
MEKK3 PB1 HTS,97,102,102,104,96,96

7. CCCc1cc(C(=O)Nc2nnc(C)s2)cs1
8. Cc1ccc(NC(=O)Cn2c(O)c(N=NS(=O)(=O)c3ccc(C)cc3)c3ccccc32)cc1
9. CCNC(=O)c1sc(=S)n(CC)c1N
10. CC(NC(=O)c1ccccc1OC(F)F)c1ccc(-n2ccnc2)cc1 (stereo not given)
11. N#CCCCSc1nnnn1-c1cccc(Cl)c1
12. Cc1ccc(CN2CCN(Cc3c[nH]c4ccccc34)CC2CCO)o1 (stereo not given)
compound no.,7,8,9,10,11,12
VIM-2 inhibitor,-0.7,1.0,-2.2,-2.3,-3.2,0.9
pCIP destab,-7,-8,1,-6,0,-14
IDE act,-2,-8,-1,1,0,2
IMP-1 inh,-0.6,-0.7,-4.5,-3.7,-5.3,-4.3
UBC9 SUMO inh,20,3,-20,0,9,5
PHOSPHO1 inh,-2,-9,57,15,-2,43
FID counter,-12,-2,0,-9,-5,2
HCV NS3 hel inh,2,-3,-6,-3,-8,-2
MEKK3 PB1 HTS,100,112,101,105,nt,103

13. O=C(O)Cc1csc(Nc2cccc(Cl)c2)n1
14. COCCNC(=O)c1cccc(OC2CCN(Cc3cccc(C(C)=O)c3)CC2)c1
15. CC1CN(C(=O)c2cccc(S(=O)(=O)N3CCOCC3)c2)CC(C)O1 (stereo not given)
16. O=C(CN1CCCc2ccccc21)N/N=C/c1ccc(F)cc1F
17. COc1cccc(OCc2nnc(SC)n2C)c1
18. O=C(C1CC1)N1CCc2sccc2C1c1ccc(Cl)cc1 (stereo not given)
compound no.,13,14,15,16,17,18
VIM-2 inhibitor,-4.0,0.0,-2.3,-2.7,-2.0,-1.7
pCIP destab,7,-16,3,-4,-13,-17
IDE act,-2,5,5,7,0,7
IMP-1 inh,-1.9,-2.0,-1.1,-1.3,-2.2,-2.2
UBC9 SUMO inh,-5,19,24,4,22,11
PHOSPHO1 inh,-9,29,-11,20,-19,2
FID counter,-4,-2,-5,-12,-5,-17
HCV NS3 hel inh,-12,4,-1,-1,-1,-11
MEKK3 PB1 HTS,96,104,103,109,98,98

19. Cc1cc(Cl)c2oc(C(=O)N3CCCCC3CCN3CCCC3=O)c(C)c2c1 (stereo not given)
20. CC(=O)c1ccc(S(=O)(=O)Nc2cccc(-c3ccc4nncn4n3)c2)cc1
21. CC(=NCCN1CCOCC1)C1=C(O)c2ccccc2C1=O
22. Cc1ccc(C(=O)Nc2ccc(N3CCN(C)CC3)nc2)cc1
23. CC1CCc2c(sc3ncnc(NCCCOC(C)C)c23)C1 (stereo not given)
24. CC(=O)Nc1ccc(S(=O)(=O)N2CCC(C(=O)NC3CC3)CC2)cc1
compound no.,19,20,21,22,23,24
VIM-2 inhibitor,-0.2,1.2,-3.5,-2.1,0.5,-2.2
pCIP destab,-9,-7,6,3,-8,-1
IDE act,2,2,4,3,2,2
IMP-1 inh,-2.2,-2.8,-3.5,-3.9,-0.4,-2.4
UBC9 SUMO inh,2,21,35,-2,5,2
PHOSPHO1 inh,25,34,5,-5,0,21
FID counter,-56,-12,3,6,-22,0
HCV NS3 hel inh,-4,-2,1,2,-6,0
MEKK3 PB1 HTS,101,97,105,100,98,104

25. CC(C)N(Cc1nccn1C)C(=O)CCc1nnc(CCCc2ccccc2)o1
26. Cc1nn(C)c(Sc2ccccc2N)c1[N+](=O)[O-]
27. Cc1cccc(N2CCN(C(=O)C3CCN(S(=O)(=O)c4c(C)noc4C)CC3)CC2C)c1 (stereo not given)
28. Nc1c(N=Nc2ccccc2F)c(=O)[nH]n1-c1ccccc1
29. CCN(CC)C(=O)Cn1ccc(NC(C)=O)nc1=O
30. Cc1nnc(SCC(=O)Nc2cccc(Cl)c2)n1CC1CCCO1 (stereo not given)
compound no.,25,26,27,28,29,30
VIM-2 inhibitor,0.1,0.0,-2.6,-5.0,-1.2,0.8
pCIP destab,-6,3,2,-3,-10,-11
IDE act,0,-5,0,1,0,-3
IMP-1 inh,-1.1,-2.4,-3.8,-2.1,-1.6,-0.9
UBC9 SUMO inh,16,8,3,-9,25,-2
PHOSPHO1 inh,52,-46,-10,48,20,6
FID counter,6,4,-51,10,-2,-9
HCV NS3 hel inh,-1,4,-6,8,9,-2
MEKK3 PB1 HTS,98,97,97,105,107,102

Single records, from the list above.
Cc1nn(C)c(Sc2ccccc2N)c1[N+](=O)[O-] in the list: VIM-2 inhibitor: 0.0; pCIP destab: 3; IDE act: -5; IMP-1 inh: -2.4; UBC9 SUMO inh: 8; PHOSPHO1 inh: -46; FID counter: 4; HCV NS3 hel inh: 4; MEKK3 PB1 HTS: 97
Nc1c(N=Nc2ccccc2F)c(=O)[nH]n1-c1ccccc1 in the list: VIM-2 inhibitor: -5.0; pCIP destab: -3; IDE act: 1; IMP-1 inh: -2.1; UBC9 SUMO inh: -9; PHOSPHO1 inh: 48; FID counter: 10; HCV NS3 hel inh: 8; MEKK3 PB1 HTS: 105

(continued)
31. COCc1nnc(SCC(=O)Nc2cccc(Cl)c2C)n1-c1ccccc1
32. O=C(O)c1cc2cc(OCc3ccccc3)ccc2[nH]1
33. CCC(NS(=O)(=O)c1ccc2c(c1)NC(=O)C(C)C(=O)N2)c1cccs1 (stereo not given)
34. Cc1cccc(C)c1NC(=O)c1cc2c(=O)c3ccccc3oc2nc1C(F)(F)F
35. CCOC(=O)c1cccc(NC(=O)c2ccc(N(C)C)cc2)c1
36. Cc1cc(C(=O)N2CCN(c3ncccn3)CC2)cs1
compound no.,31,32,33,34,35,36
VIM-2 inhibitor,-0.4,3.5,-1.5,-4.2,2.9,-3.5
pCIP destab,5,2,-5,-13,4,-6
IDE act,0,-3,-1,-2,3,0
IMP-1 inh,-2.5,-0.6,-1.9,-1.7,-2.1,-0.9
UBC9 SUMO inh,19,22,2,34,-28,17
PHOSPHO1 inh,-3,18,-14,2,3,-7
FID counter,-14,-5,-8,-1,-23,-3
HCV NS3 hel inh,-2,32,6,1,-13,1
MEKK3 PB1 HTS,104,107,101,94,93,99

5 of the entries above in order of their number in pCIP destab, largest number first.
cpd | canonical_smiles | pCIP destab
35 | CCOC(=O)c1cccc(NC(=O)c2ccc(N(C)C)cc2)c1 | 4
32 | O=C(O)c1cc2cc(OCc3ccccc3)ccc2[nH]1 | 2
33 | CCC(NS(=O)(=O)c1ccc2c(c1)NC(=O)C(C)C(=O)N2)c1cccs1 (stereo not given) | -5
36 | Cc1cc(C(=O)N2CCN(c3ncccn3)CC2)cs1 | -6
34 | Cc1cccc(C)c1NC(=O)c1cc2c(=O)c3ccccc3oc2nc1C(F)(F)F | -13

Continuation.
37. CCC(NC(=O)c1ccc(C#CC2(O)CCCCC2)cc1)C(=O)O (stereo not given)
38. Cc1sc(NC(=O)c2ccccc2)c(C(c2ccc(Cl)cc2)N2CCN(CCO)CC2)c1C (stereo not given)
39. CCOC(=O)c1sc(NC(=O)c2ccc(OC)cc2)nc1C
40. O=C(Nc1ccc(O)cc1)C1CC=CCC1 (stereo not given)
41. Cc1nn(CC(=O)O)c(C)c1C
42. CC(=O)Nc1ccc(S(=O)(=O)N2CCN(C(=O)c3ncoc3-c3ccc(F)cc3)CC2)cc1
compound no.,37,38,39,40,41,42
VIM-2 inhibitor,-2.9,-0.4,0.0,-2.3,-0.1,-1.1
pCIP destab,-5,-31,12,1,1,-3
IDE act,6,4,-1,-2,8,7
IMP-1 inh,-2.7,-2.5,-1.4,-4.1,-0.9,-2.9
UBC9 SUMO inh,12,3,4,9,17,-3
PHOSPHO1 inh,47,8,28,11,12,24
FID counter,-12,5,2,6,0,-10
HCV NS3 hel inh,-15,-79,0,6,2,4
MEKK3 PB1 HTS,104,90,98,85,94,102

43. CCn1cc([N+](=O)[O-])c(C(=O)Nc2ccc3c(c2)OCCO3)n1
44. O=C(NCCc1ccccc1)C(=O)NCC1OCCN1S(=O)(=O)c1ccc2c(c1)OCCO2 (stereo not given)
45. C=CCSc1nnc(-c2cc3c(-c4ccccc4)nn(C)c3s2)n1C
46. COc1ccc(CNCCC2(Cc3ccccc3)CC(C)N(C)CC2C)cc1OC (stereo not given)
47. Cc1ccc(C(=O)Nc2ccc(S(=O)(=O)N3CCc4ccccc43)cc2)o1
48. Cc1onc(-c2c(Cl)cccc2Cl)c1C(=O)NCCCN1CCOCC1
49. CC1CCN(c2nc3c(c(=O)n(C)c(=O)n3C)n2Cc2ccccc2)CC1
50. C=CCn1nc(-c2ccccc2)c2c(C)onc2c1=O
51. CC(CC(=O)Nc1ccc(-c2ccno2)cc1)n1cccn1 (stereo not given)
compound no.,43,44,45,46,47,48,49,50,51
VIM-2 inhibitor,-0.7,0.4,9.5*,-1.6,-4.2,-0.1,-5.0,0.5,-2.9
pCIP destab,8,-7,-21,-2,-13,-10,-10,-7,-9
IDE act,0,1,-7,6,5,0,-4,4,2
IMP-1 inh,-3.1,-0.1,-0.2,-1.0,-2.3,2.0,-3.5,-0.8,-4.2
UBC9 SUMO inh,-9,-12,25,14,9,1,14,14,4
PHOSPHO1 inh,11,-16,-1,20,-17,8,31,-8,10
FID counter,1,-36,-33,21,-9,5,-12,-3,-9
HCV NS3 hel inh,1,0,1,-5,-18,7,3,0,12
MEKK3 PB1 HTS,92,103,106,99,104,102,107,80,103

Not all compounds are listed (hit frequency here may not be typical).
